AmpC detergent: blocks E. coli AmpC beta-lactamase in detergent assay; P00811; AmpC hydrolysis of nitrocefin, absorbance 480 nm, 0.01% Triton; Potency, µM (series often up to 114 µM), for the others: at the top dose activity change, negative = inhibition, hits mostly inhibitors; 370,000 tested, 0.041% active;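 further: potency means the concentration at half of the fitted maximal effect; 0% = no-compound wells and -100% = no-enzyme wells; nearly all actives have a fitted effect of over 25% in size; some results filed as inactive show a strong effect at the top dose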
Target sequence (P00811 whole entry, looked up): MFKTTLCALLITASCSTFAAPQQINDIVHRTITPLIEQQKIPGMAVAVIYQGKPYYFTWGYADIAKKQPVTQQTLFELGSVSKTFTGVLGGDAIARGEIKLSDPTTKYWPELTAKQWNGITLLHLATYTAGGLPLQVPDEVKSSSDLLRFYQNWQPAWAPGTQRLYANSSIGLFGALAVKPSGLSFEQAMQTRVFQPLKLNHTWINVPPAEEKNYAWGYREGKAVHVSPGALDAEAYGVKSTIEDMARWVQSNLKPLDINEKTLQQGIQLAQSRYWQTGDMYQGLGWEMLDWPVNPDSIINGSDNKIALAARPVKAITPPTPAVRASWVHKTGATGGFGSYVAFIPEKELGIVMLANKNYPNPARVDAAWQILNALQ
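20 mM phosphate pH 7.0 + 0.01% (detergent screen) or 0.0001% Triton X-100; 5.3 nM AmpC reagent; cpd preinc 15 min RT; nitrocefin (800 uM stock) to start; A480 q20 s × 4 min; Activity was normalised to no-enzyme and no-compound control wells.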
HCMV antiviral: human cytomegalovirus inhibition; HFF cells, HCMV-luciferase reporter, 72 h; hits give low values; activity change, negative = inhibition, % at 57.5 µM; 410,000 tested, 4.5% active; in the data active means activity change below about -60%; inconclusive means no clear call, values can overlap the other calls; inactive means above about -39%; further: on the % scale 0 is the no-effect control and ±100 the full control effect
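Cell-based, HFFs, 1000 cells/well, 16 h 37C; cpds in DMSO + HCMV-luc, MOI 1 PFU/cell; 72 h 37C; OneGlo luminescence after 5 min RT; norm. to buffer vs Salinomycin 10uM.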
Giardia FBPA inh: inhibitors of Giardia lamblia fructose-1,6-bisphosphate aldolase; 290,000 tested, 0.71% active; purified Giardia FBPA; AID 2451; Potency, µM (titrated, usually from 59.6 µM), for inactives: top-dose activity, negative = inhibition, usual class: inhibitors; further: potency means the concentration at half of the fitted maximal effect; on the % scale 0 is the no-effect control and ±100 the full control effect; nearly all actives have a fitted effect of over 55% in size
Target sequence (A8B2U2 whole entry, looked up): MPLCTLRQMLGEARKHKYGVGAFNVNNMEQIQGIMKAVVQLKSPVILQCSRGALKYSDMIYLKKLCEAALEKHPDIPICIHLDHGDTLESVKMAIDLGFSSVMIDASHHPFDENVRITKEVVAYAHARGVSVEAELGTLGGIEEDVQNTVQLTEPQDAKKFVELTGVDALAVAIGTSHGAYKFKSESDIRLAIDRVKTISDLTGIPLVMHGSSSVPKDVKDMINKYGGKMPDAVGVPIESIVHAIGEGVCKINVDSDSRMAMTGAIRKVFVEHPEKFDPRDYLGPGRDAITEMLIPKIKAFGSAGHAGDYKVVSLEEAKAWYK
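Giardia FBPA (40 nM reagent) was preincubated 10 min at RT with compound (up to 57.5 uM final), then substrate plus GAPDH/TPI/NAD/arsenate coupling system with diaphorase/resazurin was added; resorufin fluorescence (525/598 nm) was read after 20 min.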
Shiga inhibitor: blocks Shiga toxin action in Vero cells; Vero cells, Shiga toxin protein synthesis inhibition reporter; inhibition, % at 38.7 µM; 290,000 tested, 9.2% active; AID 2315; in the data active means inhibition mostly above about 28%, no sharp cut-off; inactive means mostly below about 43%; further: 0% is about no effect
CHX counter: affects cycloheximide protein synthesis inhibition readout, counter-screen; cell reporter, cycloheximide protein synthesis inhibition counterscreen; max response, %; 300,000 tested, 12% active; in the data active means max response mostly above about 13%, no sharp cut-off; inactive means mostly below about 14%; further: read at 38.3 µM for the half of the compounds with a filed dose; 0% is about no effect
AMA1 RON2 block: disrupts binding of P. falciparum AMA1 to RON2; Potency, µM (titrated, usually from 58.2 µM), for the others: top-dose activity change, negative = inhibition, most hits filed as inhibitors; 360,000 tested, 0.2% active; AlphaScreen AMA1-biotinylated RON2 peptide binding; AID 720542;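 further: potency means the concentration at half of the fitted maximal effect; 0% = vehicle wells and -100% = peptide control; nearly all actives have a fitted effect of over 45% in size; some results filed as inactive show a strong effect at the top dose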
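AMA1 (3D7) with his tag at 25 nM final met compounds first, then biotinylated RON2 peptide at 25 nM; detection used donor plus acceptor beads, 10 µg/mL apiece, read by AlphaScreen after 30 min at room temperature.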
AmpC inh no detg: AmpC beta-lactamase inhibition without detergent. Potency, µM (series often up to 57.1 µM), for inactives: at the top dose activity change, negative = inhibition, hits mostly inhibitors. AmpC nitrocefin hydrolysis, absorbance 480 nm, 0.0001% Triton. 330,000 tested, 0.52% active;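 further: potency means the concentration at half of the fitted maximal effect; plate controls were no compound for no effect and no enzyme for full effect; nearly all actives have a fitted effect of over 20% in size; some results filed as inactive show a strong effect at the top dose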
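AmpC (5.3 nM in the dispensed reagent) in 20 mM phosphate pH 7.0 with 0.01% (detergent screen) or 0.0001% Triton X-100 was preincubated with compounds for 15 min at room temperature. Nitrocefin was then added from an 800 uM solution, and hydrolysis was followed at 480 nm.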
Starred values were filed as active, the others as inactive; [ ] = dose if it differs, or a comment. Unless noted, the call rests on the fitted dose curve; in most records, active means well fitted curve in the direction sought with a large enough effect; inconclusive means small, poorly fitted or top-dose-only effect, or another doubt; inactive means no such curve, though single readings can be large; an effect the other way counts as inactive or inconclusive.

The opening two entries, ahead of the listing:
Results for CCOc1cc(/C=N/NC(=O)Cn2nc([N+](=O)[O-])cc2C)cc(Br)c1OCc1ccccc1F ?
AmpC detergent: inconclusive; HCMV antiviral: -96*; Giardia FBPA inh: -1%; Shiga inhibitor: -17; CHX counter: -4; AMA1 RON2 block: 4%; AmpC inh no detg: -32%

How did O=C(NC(=O)N1CCCCC1)c1ccccc1 do in these assays?
AmpC detergent: -11%; HCMV antiviral: -12; Giardia FBPA inh: 3%; Shiga inhibitor: 20; CHX counter: 14*; AMA1 RON2 block: 2%; AmpC inh no detg: -21%

This part in full (from the top)
Results for CCOc1cc(/C=N/NC(=O)Cn2nc([N+](=O)[O-])cc2C)cc(Br)c1OCc1ccccc1F ?
AmpC detergent: inconclusive; HCMV antiviral: -96*; Giardia FBPA inh: -1%; Shiga inhibitor: -17; CHX counter: -4; AMA1 RON2 block: 4%; AmpC inh no detg: -32%

How did O=C(NC(=O)N1CCCCC1)c1ccccc1 do in these assays?
AmpC detergent: -11%; HCMV antiviral: -12; Giardia FBPA inh: 3%; Shiga inhibitor: 20; CHX counter: 14*; AMA1 RON2 block: 2%; AmpC inh no detg: -21%

Results for O=C(COc1ccc(Cl)cc1)N(Cc1ccccc1)c1nc(-c2ccccc2)cs1 ?
AmpC detergent: -3%; HCMV antiviral: 15; Giardia FBPA inh: 4%; Shiga inhibitor: 16; CHX counter: -3; AMA1 RON2 block: -4%; AmpC inh no detg: -10%

What do the screens show for `O=C(Cc1ccccc1)N/N=C/c1cccs1`?
AmpC detergent: -5%; HCMV antiviral: -10; Giardia FBPA inh: -5%; Shiga inhibitor: 14; CHX counter: -4; AMA1 RON2 block: -1%; AmpC inh no detg: -22%

What do the screens show for `CCCCN(C)c1nc(-c2ccco2)c2c(c1C#N)CC(C)(C)OC2`?
AmpC detergent: inconclusive; HCMV antiviral: 19; Giardia FBPA inh: -14%; Shiga inhibitor: 15; CHX counter: -4; AMA1 RON2 block: 20%; AmpC inh no detg: 15%

What do the screens show for `Cn1cccc1/C=C1/C(=O)NC(=O)N(Cc2ccccc2)C1=O`?
AmpC detergent: -10%; HCMV antiviral: inconclusive; Giardia FBPA inh: -1%; Shiga inhibitor: -10; CHX counter: -6; AMA1 RON2 block: -21%; AmpC inh no detg: -32%

Results for CCOc1cc(/C=C2/C(=O)N(c3ccccc3)N=C2C)ccc1OC(=O)c1ccco1 ?
AmpC detergent: 2%; HCMV antiviral: 9; Giardia FBPA inh: -19%; Shiga inhibitor: -15; CHX counter: -4; AMA1 RON2 block: -1%; AmpC inh no detg: -33%

Results for COCCN(Cc1ccco1)C(=O)Cn1ncc2c(=O)oc3ccccc3c21 ?
AmpC detergent: -8%; HCMV antiviral: -35; Giardia FBPA inh: 14%; Shiga inhibitor: 14; CHX counter: -1; AMA1 RON2 block: -3%; AmpC inh no detg: -2%

Results for CC(=O)c1ccc(N2CCN(C(=O)COc3ccc(F)cc3)CC2)c(F)c1 ?
AmpC detergent: -13%; HCMV antiviral: -14; Giardia FBPA inh: 1%; Shiga inhibitor: -13; CHX counter: -1; AMA1 RON2 block: 1%; AmpC inh no detg: -1%

How did CC1CCCN(Cc2nc3c(c(=O)n(C)c(=O)n3C)n2CC(N)=O)C1 (stereo not drawn) do in these assays?
AmpC detergent: -13%; HCMV antiviral: -11; Giardia FBPA inh: -2%; Shiga inhibitor: -15; CHX counter: -4; AMA1 RON2 block: 10%; AmpC inh no detg: -13%

What do the screens show for `COc1ccc(NC2=C(NC(C)=O)C(=O)c3ccccc3C2=O)cc1`?
AmpC detergent: 0%; HCMV antiviral: -67*; Giardia FBPA inh: inconclusive; Shiga inhibitor: 25; CHX counter: 7; AMA1 RON2 block: -8%; AmpC inh no detg: -9%

How did O=C(O)CCC(=O)Nc1ccc(NC(=O)c2ccc(Cl)cc2Cl)c(Cl)c1 do in these assays?
AmpC detergent: -2%; HCMV antiviral: -36; Giardia FBPA inh: 9%; Shiga inhibitor: -11; CHX counter: -3; AMA1 RON2 block: 0%; AmpC inh no detg: -9%

Results for CC1CC(C)CN(CC(O)COCc2ccccc2)C1 (stereo not drawn) ?
AmpC detergent: inconclusive; HCMV antiviral: 4; Giardia FBPA inh: -15%; Shiga inhibitor: 1; CHX counter: -5; AMA1 RON2 block: -1%; AmpC inh no detg: -18%

How did COc1ccc(C2C(C#N)=C(N)Oc3cc(O)ccc32)cc1Cl (stereo not drawn) do in these assays?
AmpC detergent: 3%; HCMV antiviral: 76; Giardia FBPA inh: 6%; Shiga inhibitor: -4; CHX counter: 8; AMA1 RON2 block: 14%; AmpC inh no detg: -28%

What do the screens show for `COc1ccc(-c2nsc3c(N4CCN(S(=O)(=O)c5ccccc5F)CC4)ncnc23)cc1`?
AmpC detergent: 0%; HCMV antiviral: -12; Giardia FBPA inh: 9%; Shiga inhibitor: -2; CHX counter: 18; AMA1 RON2 block: 31%[activator]; AmpC inh no detg: -10%

Results for c1ccc(CN2CCN(c3nc(-c4ccccn4)nc4ccccc34)CC2)cc1 ?
AmpC detergent: inconclusive; HCMV antiviral: -99*; Giardia FBPA inh: 2%; Shiga inhibitor: -9; CHX counter: 10; AMA1 RON2 block: -15%; AmpC inh no detg: 93%[activator]

What do the screens show for `COC(=O)c1nnn(-c2nonc2N)c1CSc1nc2ccccc2s1`?
AmpC detergent: -1%; HCMV antiviral: 17; Giardia FBPA inh: -25%; Shiga inhibitor: 27; CHX counter: 21*; AMA1 RON2 block: -6%; AmpC inh no detg: -5%

How did Cc1cc(Cl)ccc1NC(=O)CN1CCN(C(=O)c2ccco2)CC1 do in these assays?
AmpC detergent: 3%; HCMV antiviral: -14; Giardia FBPA inh: 6%; Shiga inhibitor: -8; CHX counter: -2; AMA1 RON2 block: -13%; AmpC inh no detg: 1%

How did CCCCOc1ccc(NC(=O)Cn2c(=O)ccc3c(C)cc(C)nc32)cc1 do in these assays?
AmpC detergent: inconclusive; HCMV antiviral: -20; Giardia FBPA inh: 4%; Shiga inhibitor: 1; CHX counter: -2; AMA1 RON2 block: -8%; AmpC inh no detg: -2%

Results for CCc1ccccc1NC(=O)c1cc(S(=O)(=O)N2CCc3ccccc32)cn1C ?
AmpC detergent: -9%; HCMV antiviral: 4; Giardia FBPA inh: 6%; Shiga inhibitor: -1; CHX counter: -1; AMA1 RON2 block: -8%; AmpC inh no detg: -44%

What do the screens show for `CC(C)c1c(C(=O)N/N=C/c2cccc(OCc3ccccc3)c2)nnn1-c1nonc1N`?
AmpC detergent: -7%; HCMV antiviral: 0; Shiga inhibitor: 3; CHX counter: -6; AMA1 RON2 block: -1%; AmpC inh no detg: -40%

Results for CN(C)C/C(Cl)=C(\Cl)c1ccccc1 ?
AmpC detergent: inconclusive; HCMV antiviral: -17; Giardia FBPA inh: -7%; Shiga inhibitor: 7; CHX counter: 1; AMA1 RON2 block: -2%; AmpC inh no detg: -6%

How did COc1ccc(C(C(=O)Nc2ccc(C(C)C)cc2)N(C)C(=O)c2ccc(=O)[nH]c2)cc1 (stereo not drawn) do in these assays?
AmpC detergent: 1%; HCMV antiviral: 0; Giardia FBPA inh: 12%; Shiga inhibitor: -8; CHX counter: 11; AMA1 RON2 block: -8%; AmpC inh no detg: 144%[activator]

Results for FC(F)(F)c1nc(Oc2ccccc2)c2ccccc2n1 ?
AmpC detergent: -8%; HCMV antiviral: inconclusive; Giardia FBPA inh: 1%; Shiga inhibitor: 7; CHX counter: 5; AMA1 RON2 block: 15%; AmpC inh no detg: inconclusive

What do the screens show for `O=C(Nc1ccon1)c1sc2cc(Cl)ccc2c1Cl`?
AmpC detergent: -5%; HCMV antiviral: 8; Shiga inhibitor: -5; CHX counter: -3; AMA1 RON2 block: 4%; AmpC inh no detg: -9%

How did CCn1c(SCC(=O)Nc2ccc3c(c2)OCO3)nnc1-c1ccccc1O do in these assays?
AmpC detergent: -6%; HCMV antiviral: 5; Giardia FBPA inh: -27%; Shiga inhibitor: -19; CHX counter: -2; AMA1 RON2 block: 14%; AmpC inh no detg: -33%

What do the screens show for `CCc1ccc(Nc2n[n+](C)c(-c3ccncc3)s2)cc1`?
AmpC detergent: inconclusive; HCMV antiviral: -12; Giardia FBPA inh: inconclusive; Shiga inhibitor: 11; CHX counter: 10; AMA1 RON2 block: -7%; AmpC inh no detg: 32%

How did O=c1c2ccccc2nc(-c2ccco2)n1-c1ccc(Br)cn1 do in these assays?
AmpC detergent: inconclusive; HCMV antiviral: 4; Giardia FBPA inh: 9%; Shiga inhibitor: -14; CHX counter: -4; AMA1 RON2 block: 0%; AmpC inh no detg: -8%

Results for CC(C)c1ccc(Nc2nnc(SCC(=O)NCC3CCCO3)s2)cc1 (stereo not drawn) ?
HCMV antiviral: 29; AMA1 RON2 block: -16%; AmpC inh no detg: 20%

What do the screens show for `CC(Oc1cc2oc(=O)c3c(c2cc1Cl)CCC3)C(=O)N1C[C@H]2C[C@@H](C1)c1cccc(=O)n1C2` (stereo partly drawn)?
AmpC detergent: inconclusive; HCMV antiviral: 8; Giardia FBPA inh: -4%; Shiga inhibitor: -4; CHX counter: 0; AMA1 RON2 block: -2%; AmpC inh no detg: 39%

Results for CC(=O)Nc1ccc(S(=O)(=O)NC(C)c2nc(-c3ccccc3)no2)cc1 (stereo not drawn) ?
AmpC detergent: 5%; HCMV antiviral: -22; Giardia FBPA inh: -10%; Shiga inhibitor: 8; CHX counter: -2; AMA1 RON2 block: 1%; AmpC inh no detg: -11%

How did CCOc1ccc(OCCC(=O)OC(C)C(=O)Nc2ccc(C(C)=O)cc2)cc1 (stereo not drawn) do in these assays?
AmpC detergent: -1%; HCMV antiviral: -31; Giardia FBPA inh: 13%; Shiga inhibitor: 11; CHX counter: 10; AMA1 RON2 block: -13%; AmpC inh no detg: 21%

What do the screens show for `CC(C)(C)C(=O)O/N=C(\N)c1ccc([N+](=O)[O-])s1`?
AmpC detergent: -9%; HCMV antiviral: -9; Giardia FBPA inh: 1%; Shiga inhibitor: 22; CHX counter: 24*; AMA1 RON2 block: -2%; AmpC inh no detg: -13%

How did CCOc1ccccc1CN1C(=O)NC2(CCCCCC2)C1=O do in these assays?
AmpC detergent: -1%; HCMV antiviral: -26; Shiga inhibitor: -5; CHX counter: -5; AMA1 RON2 block: -2%; AmpC inh no detg: -6%

How did CC1=C(C(=O)c2ccccc2)C(c2ccc(N3CCOCC3)cc2)NC(=O)N1 (stereo not drawn) do in these assays?
AmpC detergent: inconclusive; HCMV antiviral: -3; Giardia FBPA inh: -6%; Shiga inhibitor: -7; CHX counter: 1; AMA1 RON2 block: 8%; AmpC inh no detg: -17%[11.4 µM]

Results for CC12CNCC(C)(CNC1)C2O (stereo not drawn) ?
AmpC detergent: -9%; HCMV antiviral: -9; Giardia FBPA inh: 17%; Shiga inhibitor: -10; CHX counter: -1; AMA1 RON2 block: 5%; AmpC inh no detg: -7%

Results for O=C(Nc1nnc(COc2ccc(Cl)cc2)s1)c1cccs1 ?
AmpC detergent: -13%; HCMV antiviral: 25; Giardia FBPA inh: -1%; Shiga inhibitor: -13; CHX counter: -2; AMA1 RON2 block: 5%; AmpC inh no detg: -13%
